GC-B act – GC-B (human) receptor activation; AID 1920062; P20594; activation, % at 10 µM; HEK293-GC-B cells, CNP EC30, cGMP TR-FRET; 0% at EC30 CNP, 100% saturating CNP; hit rate 0.11% among 370,000;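 active = activation at 10 µM reaching about 35% in either raw or pattern-adjusted values, limit read from the data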
sPLA2-III inh – Inhibits HGIII-sPLA2 liposome hydrolysis, primary screen; Q9NZ20; QFRET BODIPY PC-A2 liposome hydrolysis, fluorescence; inhibition, % at 12.2 µM; hit rate 0.56% among 370,000; AID 743126;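 active = inhibition above mean plus 3 SD of compounds lying within the high and low control bounds, cut at about 19% in these data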;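 also: 0% = median of test compound wells and 100% = no enzyme DMSO wells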
Target sequence (Q9NZ20 whole entry, looked up): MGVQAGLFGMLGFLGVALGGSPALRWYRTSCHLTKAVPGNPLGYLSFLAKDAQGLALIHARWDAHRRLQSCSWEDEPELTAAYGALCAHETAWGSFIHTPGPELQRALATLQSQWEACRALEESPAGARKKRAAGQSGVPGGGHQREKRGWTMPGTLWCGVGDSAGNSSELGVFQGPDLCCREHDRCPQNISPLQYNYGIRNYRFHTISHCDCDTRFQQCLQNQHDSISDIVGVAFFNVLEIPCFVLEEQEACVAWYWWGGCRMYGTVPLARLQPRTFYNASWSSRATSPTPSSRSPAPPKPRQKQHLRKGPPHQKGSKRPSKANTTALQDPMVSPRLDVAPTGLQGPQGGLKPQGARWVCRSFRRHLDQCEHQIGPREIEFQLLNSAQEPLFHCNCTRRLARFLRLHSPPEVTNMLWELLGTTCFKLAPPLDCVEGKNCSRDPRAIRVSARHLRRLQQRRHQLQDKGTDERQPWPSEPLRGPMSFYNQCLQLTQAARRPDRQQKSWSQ
ADAM10 inh – ADAM10 inhibition, QFRET primary screen; O14672; recombinant ADAM10, EDANS/DABCYL FRET peptide cleavage, 3 h; inhibition, % at 7 µM; hit rate 0.62% among 370,000; AID 720582;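 active = inhibition above a per-campaign cutoff equal to the mean of compounds falling between control-based bounds plus 3 SD, cut at about 20% in these data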;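 also: 0% = DMSO wells while the 100% control is not disclosed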
DAX1 inh-1 – blocks DAX1 repression of SF-1 activated StAR promoter; inhibition, % at 6.8 µM; hit rate 1.1% among 370,000; HEK293T StAR-luciferase reporter, SF-1/DAX-1 repression relief; AID 652010;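 active = inhibition above the mean over all tested compounds plus 3 SD, cut at about 3.6% in these data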;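 also: 0% = DAX-1 cells with DMSO and 100% = cells lacking DAX-1 with DMSO; higher inhibition means more luminescence from relief of DAX-1 repression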
FXN GAA850 act – activators of GAA850 frataxin (FXN) promoter; HEK293 lucGAA850 FXN promoter luciferase reporter, 24 h; percent of 10 µM SAHA response; activation, % at 6 µM; hit rate 0.56% among 360,000; AID 540364;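 active = activation above the average of all compounds screened plus 3 SD, cutoff fixed separately per campaign, cut at about 7.5% in these data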;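 also: 0% = DMSO wells and 100% = 10 µM SAHA wells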
SMARCA2 act – increases SMARCA2 function in MMTV reporter cells; activation, % at 9.1 µM; MG213 cells, MMTV-luciferase reporter, dexamethasone, overnight; hit rate 1% among 370,000; AID 652017; in the data active = activation above about 7.8%;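 also: 0% = vehicle wells and 100% = reference activator wells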
hgDAF12 agonist – activates the H. glycines DAF-12 receptor ligand-binding domain | HEK293 GAL4-hgDAF12 UAS-luciferase reporter, agonist luminescence; normalized to butyrate control | activation, % at 6.8 µM | hit rate 1.8% among 370,000;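 active = activation above a cutoff set at the mean of all screened compounds plus 3 SD, cut at about 10% in these data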;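 also: 0% = DMSO wells and 100% = sodium butyrate wells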
hcDAF12 agonist – activators of H. contortus DAF-12 nuclear receptor | AID 652067 | activation, % at 6.8 µM | HEK293 hcDAF-12 lit1-tk-luc reporter, luminescence; 0% DMSO, 100% Δ7-dafachronic acid | hit rate 1.4% among 370,000;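 active = activation above the mean of all tested compounds plus 3 SD, cut at about 5.5% in these data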;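 also: 100% = response to 3 µM Δ7-dafachronic acid high control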
NPR1 activator – GC-A (human) enzyme activation | P16066 | HEK293 GC-A cells, cGMP TR-FRET, EC30 ANP; 0% at EC30 ANP, 100% saturating ANP | activation, % at 10 µM | hit rate 0.14% among 370,000; in the data active = activation above about 40%
DAX1 inh-2 – inhibitors of human orphan nuclear receptor DAX1 (NR0B1); HEK293 Gal4-DAX1 luciferase reporter, luminescence; inhibition, % at 6.75 µM; hit rate 0.99% among 340,000; AID 504766;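 active = inhibition above the mean over all tested compounds plus 3 SD, cut at about 4.2% in these data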;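 also: 0% = DAX1-transfected cells with DMSO and 100% = empty-vector control cells with DMSO; inhibition shows as a rise in luminescence from relieved DAX1 repression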
Target sequence (P51843 207-470 limits assumed): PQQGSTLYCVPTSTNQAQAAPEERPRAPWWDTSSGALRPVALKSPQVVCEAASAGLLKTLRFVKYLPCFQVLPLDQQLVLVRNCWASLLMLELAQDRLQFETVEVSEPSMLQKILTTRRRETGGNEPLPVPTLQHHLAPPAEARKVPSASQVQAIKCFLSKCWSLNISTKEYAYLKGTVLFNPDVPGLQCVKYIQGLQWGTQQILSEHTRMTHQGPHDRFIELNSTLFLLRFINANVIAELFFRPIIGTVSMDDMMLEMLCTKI
ssDAF12 agonist – activates DAF-12 receptor from parasite S. stercoralis | HEK293 ssDAF-12/GRIP1 lit1-tk-luc reporter, luminescence; % of 3 µM dafachronic acid response | activation, % at 6.8 µM | hit rate 1% among 370,000;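 active = activation above the mean over all tested compounds plus 3 SD, cut at about 0.9% in these data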;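 also: 0% = DMSO-only wells and 100% = 3 µM delta7-dafachronic acid wells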
* hit, by the source's call; i = inactive; . = no result given; & = joins results of further samples.

Every second line gives: GC-B act	sPLA2-III inh	ADAM10 inh	DAX1 inh-1	FXN GAA850 act	SMARCA2 act	hgDAF12 agonist	hcDAF12 agonist	NPR1 activator	DAX1 inh-2	ssDAF12 agonist
(1) O=C(CN(CC1CCCO1)S(=O)(=O)c1ccc(S(=O)(=O)NCC2CCCO2)cc1)Nc1ccccc1 (centres undefined)
  24	-24	-2	-0.6	0.5	-3	-1.1	-0.5	3	1.2	-1.7
(2) COc1ccc(/C(C)=N/NC(=O)c2ccncc2)cc1[N+](=O)[O-]
  -2	8	6	0.1	0.4	-1	3.3	2.1	4	0.1	0.1
(3) Cc1cccc(OCC(=O)Nc2ccc(N3CCN(S(C)(=O)=O)CC3)cc2)c1C
  1	7	-1	-1.1	3.1	1	0.1	-1.2	3	0.7	-1.0
(4) CSc1ccc(C#N)cc1NC(=O)c1cccc(Cl)c1
  -5	-2	7	-0.5	-0.2	0	0.2	1.6	1	0.0	-0.8
(5) CCCCn1c(N)c(N(CCOC)C(=O)CSCc2ccc(Cl)c(Cl)c2)c(=O)[nH]c1=O
  -5	-6	-13	-0.4	-0.5	3	-3.2	0.6	-6	-0.9	-1.4
(6) Nc1cc(S(=O)(=O)Nc2ccccc2Cl)ccc1N1CCCC1
  -4	7	-1	0.1	0.0	0	-1.9	-1.7	-1	-2.7	-1.6
(7) O=C1c2ccccc2NC(c2ccccn2)N1c1ccccc1F (centres undefined)
  -5	-4	i	-0.8	0.5	-4	0.9	-1.1	0	0.9	-1.3
(8) CCN(CC)S(=O)(=O)c1cccc(NC(=O)CNC2CCCCCC2)c1
  -1	-11	1	0.1	-0.9	-2	0.0	-2.6	6	1.0	-1.4
(9) Fc1ccc(-c2nc3cnccn3c2NC2CCCC2)cc1
  28	6	i	0.4	0.0	0	-4.0	-0.6	30	2.0	-1.3
(10) CCOC(=O)C1=CCN(S(=O)(=O)c2ccc(C)cc2)C1c1cccs1 (centres undefined)
  -10	-6	17	-0.5	.	-4	-0.8	-3.0	-2	.	-1.1
(11) O=C(/C=C/c1cccc(Cl)c1)NCCN1CCOCC1
  0	0	3	0.1	2.4	1	-0.7	-0.6	0	-1.4	-0.5
(12) O=C(OCc1nc2ccccc2[nH]1)C1CCCCC1
  -5	-5	-2	0.0	1.0	2	2.2	0.4	1	-0.7	-1.4
(13) CC(C)C[C@H]1COc2cccc(F)c2S(=O)(=O)N1
  2&-1	4&3	-5&6	-0.6&-0.7	.	-2&5	3.3&-0.2	-1.7&0.9	4&-3	.	-0.8&-0.6
(14) CN(Cc1ccco1)C(=O)c1ccc(N2CCCC2=O)cc1
  6	0	6	-0.3	-0.4	-2	-0.2	-1.0	3	-0.6	-1.2
(15) OCc1ccnc2c(O)cccc12
  4	6	4	-0.7	1.3	0	-1.7	-1.6	-2	0.6	-1.4
(16) CNc1nc(=O)n(C2CCCO2)cc1C (centres undefined)
  -1	12	-3	-1.5	0.2	-3	0.0	-1.5	-4	-0.7	-0.8
(17) O=C(CSc1c(F)c(F)cc(F)c1F)Nc1ccc(C2SCCS2)cc1
  11	-4	-3	-1.3	-1.7	-1	2.8	0.9	3	-0.2	-1.5
(18) CC(C)OCCCNC(=O)c1ccc2c(=O)n(Cc3ccc4c(c3)OCO4)c(=S)[nH]c2c1
  5	0	2	-0.1	-1.3	-1	-1.2	0.3	-6	0.6	-0.6
(19) COC(=O)C1=C(C)N(Cc2ccccc2C(F)(F)F)C(=NCc2ccc3c(c2)OCO3)NC1c1ccccc1 (centres undefined)
  -21	0	-7	0.5	.	-1	0.3	0.2	-17	.	-1.1
(20) COc1ccc(NC(=O)Nc2ccc3c(c2)C(=O)N([C@H](C)CO)C[C@H](C)[C@H](CN(C)C)OCCCC[C@@H](C)O3)cc1
  2	-10	-4	0.5	.	-3	0.8	-1.3	2	.	-0.4
(21) CNC(=O)CCC(=O)Nc1ccc(C)cc1
  -1	-1	1	-0.5	2.2	1	1.2	-0.2	3	4.7*	-2.0
(22) CCOC(=O)c1c(-c2ccccc2)oc2ccc(OCC(=O)NN)cc12
  -4	-8	-168	-0.7	1.7	1	3.6	-0.5	-7	-0.9	-0.5
(23) CN1CCN(c2ccc(C(=O)c3ccccc3)cc2[N+](=O)[O-])CC1
  3	0	2	-0.3	4.6	-3	2.0	-2.3	0	-1.7	-1.1
(24) C/C=C/c1ccc(OCCCNC2CCCC2)c(OC)c1
  -4	6	4	0.2	-0.9	0	1.1	-0.6	-2	0.8	-1.2
(25) CCOc1ccc(N=C2NC(=O)C(CC(=O)O)S2)cc1 (centres undefined)
  6	4	0	0.0	-3.5	1	4.8	-0.1	1	2.2	-1.1
(26) O=C(C1CCN(C2CC(=O)N(c3ccc(Cl)cc3)C2=O)CC1)N1CCOCC1 (centres undefined)
  1	-7	0	-0.1	-1.1	0	-0.8	2.0	4	0.2	-0.8
(27) CCn1c(C(C)NC(=O)c2cccc(C)c2)nc2ccccc21 (centres undefined)
  -4	3	2	0.3	-1.0	0	-2.6	-1.4	0	-0.2	0.2
(28) COC(=O)CCCC(=O)N1CCC(CCC(=O)NCc2ccc(F)cc2)CC1
  2	3	11	-0.3	-1.0	2	3.4	0.1	-4	0.5	-0.8
(29) CC[C@H](C)/C=C(C)/C=C/C1=CC2=CC(=O)[C@]3(C)OC(=O)[C@@H](C(C)=O)[C@@H]3C2=CO1
  -4	-2	-284	-0.9	-1.2	-4	-1.2	-0.5	2	-1.3	-1.3
(30) CCOc1ccccc1NC(=S)NC(=O)C1CC1
  0	-2	-2	1.9	-0.5	-1	-0.6	-1.6	0	0.3	-1.2
(31) COCc1cc(C)nc(SCC(=O)Nc2ccc(C)c(C)c2)c1C#N
  5	11	6	-0.5	0.8	8.1*	6.5	-0.1	-1	1.5	0.0
(32) CCCSC1=C(C#N)C(c2cc(OC)ccc2OC)CC(=O)N1 (centres undefined)
  -5	1	-12	-1.7	0.4	-1	-2.0	-1.0	6	1.3	-1.7
(33) COc1cc(C=Nc2cccc(C)c2)c(O)c([N+](=O)[O-])c1
  -3	0	-5	0.3	1.4	-2	-1.0	-1.3	-2	-0.1	-1.4
(34) CC1(C(=O)NS(=O)(=O)C2CC2)CCCN(C(=O)/C=C/c2ccccc2)C1 (centres undefined)
  2	-1	-3	-0.6	1.4	-2	4.3	-0.7	-1	.	-0.8
(35) CC(OC(=O)CCCN=C1NS(=O)(=O)c2ccccc21)C(=O)Nc1ccccc1F (centres undefined)
  -2	-2	-12	-1.0	-0.1	0	-2.5	-1.1	0	0.2	-0.8
(36) COc1ccc(C2CC(=O)N(CC(=O)NCC3CCCO3)c3ccccc3S2)cc1OC (centres undefined)
  1	3	-2	0.6	1.8	5	-2.4	0.2	3	-0.1	-1.2
(37) O=C1NC2c3ccccc3C(=O)N2c2c1cnn2-c1ccccc1 (centres undefined)
  -6	7	-1	-1.1	0.6	1	-0.1	0.2	-4	0.4	-1.0
(38) Cc1ccc(O)c(C(=O)c2cc(C#N)c(=O)n(Cc3ccccc3)c2)c1
  -1	-1	-17	-0.7	0.6	0	-4.2	-3.6	0	-0.8	-0.9
(39) Cc1ccc(NC(=O)c2cc(N3C(=O)C=CC3=O)ccc2N2CCOCC2)cc1
  12	2	-4	0.6	4.4	0	4.5	2.2	-17	1.1	-0.3
(40) Cc1ccc(O)c(NC(=O)c2noc3c2CCc2ccccc2-3)c1
  -14	-2	4	0.8	6.6	4	2.0	-1.1	-10	1.8	-0.9
(41) O=C1CCCC(O)=C1N=Nc1c(Cl)cc(C(F)(F)F)cc1Cl
  -2	9	-10	0.5	3.2	-2	-0.8	1.8	4	-0.2	-0.9
(42) CCOc1ccc(OCc2ccc(C(=O)N(CC)CC)cc2)cc1
  -1	-6	5	0.2	0.7	-1	3.5	0.5	5	-0.7	-1.7
(43) CC(C)Oc1ccc(S(=O)(=O)N2CCOCC2)cc1NC(=O)Cc1c(F)cccc1Cl
  9	1	-4	-3.2	0.1	-1	0.5	-1.3	11	1.7	-0.9
(44) N#CC1=C(SCC(=O)NC23CC4CC(CC(C4)C2)C3)NC(=O)C(C#N)C12CCCCC2 (centres undefined)
  3	11	-7	-0.6	2.8	-4	3.0	-1.5	1	-0.3	-1.0
(45) CC(C)C[C@@]12C(=O)N(c3cccc(Cl)c3)C(=O)N1[C@H](c1ccc(F)cc1)[C@@H]1C(=O)N(C3CCCCC3)C(=O)[C@@H]12
  -8	6	4	0.1	12*	1	0.2	-2.1	-7	-0.8	-1.3
(46) COc1ccc(CCC(=O)Nc2ccc(C(=O)c3ccncc3)cc2)cc1
  -6	-6	2	-0.3	-0.2	-1	1.3	-1.1	-1	-0.5	-1.3
(47) C=CCn1c(SCC(=O)NCC2CCCO2)nc2scc(-c3ccccc3)c2c1=O (centres undefined)
  -2	-7	-3	-0.2	-0.6	1	-1.6	-2.0	-7	0.3	-1.5
(48) NC(N)=NS(=O)(=O)c1ccc(NC(=S)NC(=O)c2ccncc2)cc1
  7	8	2	-0.1	-0.7	-3	0.2	-1.1	0	-0.7	-0.6
(49) CCCC(=O)NC(c1ccc(C(C)C)cc1)c1ccc2cccnc2c1O (centres undefined)
  1	20*	15	-1.3	-8.2	-3	-10	-5.0	6	-5.0	-1.6
(50) CN1CCCC(C)(C(=O)Nc2cccc(Oc3ccccc3)c2)C1 (centres undefined)
  -1	4	-8	-1.3	1.1	-8	-1.3	-2.6	2	.	-1.1

Next records follow:
Every second line gives: GC-B act	sPLA2-III inh	ADAM10 inh	DAX1 inh-1	FXN GAA850 act	SMARCA2 act	hgDAF12 agonist	hcDAF12 agonist	NPR1 activator	DAX1 inh-2	ssDAF12 agonist
(51) O=C(Nc1ccccc1)C1Cc2ccccc2CN1C(=O)c1ccco1 (centres undefined)
  -5	0	-13	2.6	1.9	4	13*	6.3*	-1	2.6	1.0*
(52) Cc1cc(C(=O)N2CCN(S(=O)(=O)c3ccc(C)c(C)c3)CC2)no1
  1	-3	-1	-0.6	0.1	-1	1.1	-2.8	1	0.7	-0.9
(53) Cc1cc(Cl)ccc1OCC(=O)N1C(C)CCCC1C (centres undefined)
  -7	-1	-10	-0.4	5.3	7	3.1	0.8	-1	0.0	-1.3
(54) Cc1cc(C)n2nc(C(=O)N/N=C/c3ccccc3C)nc2n1
  -3	-6	5	-0.1	2.3	5	0.4	0.7	-1	.	-0.6
(55) CC(=O)C1=C(O)C(=O)N(c2ccccn2)C1c1ccc(Cl)cc1 (centres undefined)
  2	-13	-20	-0.2	3.4	-1	-4.5	0.7	0	2.5	-0.9
(56) CC(OC(=O)CNC(=O)c1ccco1)C(=O)Nc1ccc(Cl)cn1 (centres undefined)
  0	11	-20	-0.2	1.5	-2	1.6	-2.1	1	3.1	0.2
(57) C[C@@]12CCC=C[C@H]1[C@H](c1ccc3ccccc3c1)N(Cc1ccccc1)C2=O
  -3	-3	10	-0.4	1.3	-2	-1.0	-2.5	-3	0.4	-1.2

High-throughput results as filed in PubChem BioAssay.
